Screening results as filed in PubChem.
INS-1E GSIS act = primary screen for activators of insulin secretion dependent on glucose, INS-1E cells, GLuc reporter luminescence | INS-1E GLuc reporter insulin secretion, 2-3 h | activation, % at 16.6 µM | actives 0.61% (n = 370,000) | AID 743287;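 active means lowest replicate activation of at least 40%, so every replicate reaches that level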;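 further: 0% = median of neutral control wells and 100% = median of IBMX positive control wells; some compounds called inactive have numbers as strong as hits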
PAX8 inh HTS = inhibitors of PAX8 transcriptional activity in RMG-I cells; AID 652154; actives 1.2% (n = 360,000); inhibition, % at 12.6 µM; RMG-I TPO-luciferase reporter, SteadyGlo, 24 h;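 active means mean replicate inhibition at least 60% with every replicate also reaching 60%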;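 further: luciferase light reporting Pax8 driven TPO promoter activity; plate controls were median of neutral control wells for no effect and mitoxantrone controls for full effect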
LGR2 antag = Drosophila LGR2 receptor signaling inhibition; HEK293 LGR2, CRE-luciferase, bursicon-stimulated, 4 h; AID 720647; inhibition, % at 9.99 µM; actives 0.35% (n = 380,000);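 active means drop in luminescence signal, shown as inhibition above about 50% in the replicate tests, limit read from the data, passing the limit was not always enough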;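 further: agonist challenge used bursicon conditioned medium at about half maximal strength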
PGC1a acetyl inh = PGC1a acetylation modulation, inhibitor mode; inhibition, % at 15.6 µM; U2OS PGC1a acetylation, AlphaScreen anti-acetyl-lysine; with virally co-expressed GCN5 acetyltransferase; actives 0.17% (n = 350,000);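 active means every replicate shows inhibition of at least 40%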;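 further: 0% = neutral control wells and 100% = positive control wells; some results beyond the cut were filed as inactive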
ARNT-TACC3 inh = disruptors of human ARNT/TACC3 interaction | Q9Y6A5 | AlphaScreen His-ARNT PAS-B/GST-TACC3 binding, luminescence; TACC3 fragment carries E629A point mutation | inhibition, % at 9.99 µM | actives 0.66% (n = 390,000) | AID 623870;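 active means mean inhibition of replicates at least 50% and at least half of replicates each reaching 50%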;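 further: 0% = complete ARNT plus TACC3 wells and 100% = ARNT alone without TACC3; many hits fall short of the cut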
Cneo AK release = Cryptococcus neoformans lysis via adenylate kinase release. C. neoformans lysis, adenylate kinase release luminescence, 4 h; normalised: neutral wells 0, clomiphene wells 100. lysis activity, % at 15 µM. actives 0.2% (n = 360,000);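 active means mean lysis activity across replicates of at least 80%, whatever share of replicates individually reach that level; inactive means mean lysis activity below 80%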
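Material: C. neoformans cells | Amount: Yeast cell density of 5 × 10^6 cells/mL | Medium: Fresh YPD growth medium | Dosing: Single dose | Times: Static 4 h at 37 °C with compound, 1 h detection | Detection: AK luminescence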
Statin myotox sup = suppressors of simvastatin-induced myotoxicity in C2C12 myotubes; ATP luminescence, 48 h; scaled: DMSO 0, geranylgeraniol control 100; rescue of ATP level, % at 7.49 µM; actives 0.78% (n = 330,000); AID 602340;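 active means mean ATP rescue above about 67%, or every replicate alone reaching that limit, limit read from the data, passing the limit was not always enough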;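 further: myotubes were challenged with 10 µM simvastatin during compound exposure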
PglD inh = blocks C. jejuni PglD acetyltransferase activity | inhibition, % at 12.5 µM | purified PglD enzyme, DTNB colorimetric CoA detection | actives 0.098% (n = 360,000); in the data active means inhibition above about 16%, passing the limit was not always enough; further: strong numbers were not always called active
Numbers without * were called inactive; . = not tested or not shown.

Sample of the layout, 4 compounds:
[1] O=C(NCC(=O)N1CCCC(C(F)(F)F)C1)c1ccccc1Br (stereo unspecified)
[2] COc1ccc(C2=Nn3c(nnc3-c3ccccc3F)SC2)cc1OCC1CC1
[3] O=C(CSc1nc2c(c(=O)n1-c1ccc(F)cc1)SCC2)N1CCCC1
[4] COC(=O)C1=C(C(=O)OC)[C@@H]2N(C)c3ccccc3[C@@]23C[C@@H](C(=O)OC)N(C(=O)c2cccs2)C3=N1

Assay by compound,1,2,3,4
INS-1E GSIS act,7,79*,.,-3
PAX8 inh HTS,8,50,.,15
LGR2 antag,0,-2,.,2
PGC1a acetyl inh,-2,-7,11,.
ARNT-TACC3 inh,.,.,5,3
Cneo AK release,0,0,-4,3
Statin myotox sup,-8,-29,26,10
PglD inh,2,-1,8,4

Main list, previewed entries included:
[1] O=C(NCC(=O)N1CCCC(C(F)(F)F)C1)c1ccccc1Br (stereo unspecified)
[2] COc1ccc(C2=Nn3c(nnc3-c3ccccc3F)SC2)cc1OCC1CC1
[3] O=C(CSc1nc2c(c(=O)n1-c1ccc(F)cc1)SCC2)N1CCCC1
[4] COC(=O)C1=C(C(=O)OC)[C@@H]2N(C)c3ccccc3[C@@]23C[C@@H](C(=O)OC)N(C(=O)c2cccs2)C3=N1
[5] CC(=O)N1[C@@H]2Cn3c(cccc3=O)[C@H]1[C@@H](C(=O)N[C@H](C)c1ccccc1)[C@@H]2CO
[6] COc1cccc(C2=CC(=O)C[C@H](c3ccc(F)cc3)C2)c1OC
[7] Cc1c(-c2ccccc2)n(O)c(-c2ccc(N(C)C)cc2)[n+]1[O-]
[8] Cc1oc(-c2ccccc2F)nc1CS(=O)(=O)CC(=O)N1CCN(Cc2ccccc2)CC1

Assay by compound,1,2,3,4,5,6,7,8
INS-1E GSIS act,7,79*,.,-3,6,6,0,-19
PAX8 inh HTS,8,50,.,15,-10,-13,-72,7
LGR2 antag,0,-2,.,2,-1,-52,-18,-2
PGC1a acetyl inh,-2,-7,11,.,1,2,.,8
ARNT-TACC3 inh,.,.,5,3,.,15,.,-4
Cneo AK release,0,0,-4,3,.,2,-1,8
Statin myotox sup,-8,-29,26,10,.,-6,-4,-3
PglD inh,2,-1,8,4,.,14,1,-1

[9] C[C@H](CO)N1C[C@H](C)[C@H](CN(C)Cc2ccc(C(F)(F)F)cc2)OCCCC[C@H](C)Oc2ccc(NC(=O)c3ccncc3)cc2C1=O
[10] Cc1ccc(/C=C/C(=O)OCC(=O)Nc2ccccc2Sc2ccccc2)cc1
[11] Cc1c(NC(=S)NC(=O)c2cccc3ccccc23)cccc1C(=O)O
[12] O=C1CCCc2c1cc(-c1ccccc1)n2-c1ccccc1
[13] COc1ccccc1C(=O)N/N=C1/NC(=O)CC(C(=O)Nc2ccccc2)S1 (stereo unspecified)
[14] Cc1cccc(NC(=O)COC(=O)[C@@H]2CCCN2C(=O)c2cccs2)c1
[15] COc1ccc(NC(=O)N(C)C[C@H]2OCCCC[C@H](C)Oc3ccc(NC(=O)CCC(F)(F)F)cc3C(=O)N([C@@H](C)CO)C[C@@H]2C)cc1
[16] O=C(O)/C=C/C(=O)Nc1ccc(SC(F)(F)C(F)(F)C(F)(F)F)cc1

Assay by compound,9,10,11,12,13,14,15,16
INS-1E GSIS act,-10,3,-9,.,-1,.,-12,-4
PAX8 inh HTS,55,2,17,.,15,2,-5,-6
LGR2 antag,7,6,-6,.,-12,-6,0,-21
PGC1a acetyl inh,.,.,2,23,.,.,-1,.
ARNT-TACC3 inh,6,-7,-2,3,11,-4,-3,-9
Cneo AK release,1,.,0,-8,.,-1,0,.
Statin myotox sup,-48,.,-17,.,.,1,24,.
PglD inh,0,.,-1,-4,.,5,-2,.

3 of the entries above in order of the INS-1E GSIS act value, falling:
entry | compound | INS-1E GSIS act | LGR2 antag | PGC1a acetyl inh | ARNT-TACC3 inh | PglD inh
10 | Cc1ccc(/C=C/C(=O)OCC(=O)Nc2ccccc2Sc2ccccc2)cc1 | 3 | 6 | . | -7 | .
13 | COc1ccccc1C(=O)N/N=C1/NC(=O)CC(C(=O)Nc2ccccc2)S1 (stereo unspecified) | -1 | -12 | . | 11 | .
9 | C[C@H](CO)N1C[C@H](C)[C@H](CN(C)Cc2ccc(C(F)(F)F)cc2)OCCCC[C@H](C)Oc2ccc(NC(=O)c3ccncc3)cc2C1=O | -10 | 7 | . | 6 | 0

(next part)
[17] O=C(CCCc1nc2ccccc2s1)N1CCN(c2ccccc2)CC1
[18] CN1C(=O)C(C)(C)c2cc(S(=O)(=O)N3CCCC(C(=O)NCc4ccccc4Cl)C3)ccc21 (stereo unspecified)
[19] CCCCn1c(N)c(N(CCOC)C(=O)COc2ccc(C(C)=O)cc2)c(=O)[nH]c1=O
[20] O=C(C[C@H]1CC[C@@H]2[C@H](COC[C@H](O)CN2S(=O)(=O)c2ccccc2)O1)Nc1ccc(-c2ccccc2)cc1
[21] CCOc1ccccc1OCCC(=O)OCC(=O)c1ccc[nH]1
[22] COc1ccc(Cc2nc(-c3cccs3)no2)cc1OC
[23] Cc1cc(C)n2nc(/C(C#N)=C/c3ccccc3)c(C#N)c2n1
[24] CC1(C)Cc2noc(N)c2C(C)(C)N1O

Assay by compound,17,18,19,20,21,22,23,24
INS-1E GSIS act,-11,-16,3,-10,-8,.,.,.
PAX8 inh HTS,-12,-1,3,63*,-1,-58,8,6
LGR2 antag,-7,-5,9,26,1,-17,.,.
PGC1a acetyl inh,.,5,.,8,.,-12,11,-1
ARNT-TACC3 inh,3,-5,0,12,-1,-10,-1,.
Cneo AK release,.,1,0,1,.,1,-3,0
Statin myotox sup,8,.,-3,-30,7,27,-18,2
PglD inh,.,6,-5,-1,.,1,-2,0

[25] CO[C@H]1CN(C)C(=O)c2cc(NC(C)=O)ccc2OC[C@@H](C)N(Cc2nccs2)C[C@H]1C
[26] Cc1ccc(OCCOC(=O)c2nc3nccc(C)n3n2)cc1
[27] Cc1ccccc1NN1C(=O)C=CC1=O
[28] C[C@H](O)C#Cc1ccc2c(c1)O[C@@H](CN(C)Cc1ccccn1)[C@@H](C)CN([C@H](C)CO)S2(=O)=O
[29] Brc1cc2c(cc1C1Nc3ccccc3C3C=CCC31)OCO2 (stereo unspecified)
[30] CSc1cccc(NC(=O)CC2Oc3ccccc3NC2=O)c1 (stereo unspecified)
[31] CSc1nc(Oc2ccc(Cl)cc2)c2sccc2n1
[32] COc1ccccc1[C@H]1C(c2cccc(C)c2)=NN(c2ccccc2)[C@@H]1CO

Assay by compound,25,26,27,28,29,30,31,32
INS-1E GSIS act,14,2,.,2,-35,-1,.,.
PAX8 inh HTS,.,28,.,.,16,3,.,25
LGR2 antag,2,-7,.,-8,4,1,.,-33
PGC1a acetyl inh,3,11,.,3,.,1,-1,-17
ARNT-TACC3 inh,-1,-7,2,18,-5,5,-2,-45
Cneo AK release,-3,.,-7,-1,.,0,-2,1
Statin myotox sup,14,.,8,-2,.,6,.,4
PglD inh,5,.,-4,-1,.,-2,-2,1

[33] CCCCN1CC(COCc2ccccc2)Oc2cccc(Oc3ccc(OC)cc3)c2S1(=O)=O (stereo unspecified)
[34] COc1ccccc1-n1c(SCC(=O)NC2CCS(=O)(=O)C2)nc2cc([N+](=O)[O-])ccc21 (stereo unspecified)
[35] Cc1ccc2oc(=O)c3cnn(CC(=O)N(CCC(C)C)Cc4ccco4)c3c2c1
[36] O=C(NC1CCCC1)N1CC(=O)N2[C@H](CO)[C@H](c3ccc(C4=CCCC4)cc3)[C@@H]2C1
[37] COc1ccc(C2CC(c3ccc(C)cc3)Nc3ncnn32)cc1 (stereo unspecified)
[38] COc1ccc(S(=O)(=O)N2CCN(CC(=O)N3CCc4ccccc4C3)CC2)cc1OC
[39] CC(Sc1nnc(-c2ccc(Cl)cc2Cl)n1Cc1ccccc1)C(=O)Nc1nccs1 (stereo unspecified)
[40] CCC1CO/C(=C(\C(=C(Cl)Cl)N2CCOCC2)[N+](=O)[O-])N1 (stereo unspecified)

Assay by compound,33,34,35,36,37,38,39,40
INS-1E GSIS act,8,-9,-11,9,2,4,.,4
PAX8 inh HTS,17,-1,35,10,-11,14,16,-27
LGR2 antag,-3,0,-3,14,-7,-2,.,4
PGC1a acetyl inh,-20,.,.,5,4,-7,-23,0
ARNT-TACC3 inh,-2,3,-8,.,.,0,0,1
Cneo AK release,-2,0,-2,.,-4,-1,1,9
Statin myotox sup,-3,6,-17,.,3,-2,32,-8
PglD inh,-1,4,1,.,7,-3,-5,-2

Part of the list above with just INS-1E GSIS act:
No. | structure | INS-1E GSIS act
20 | O=C(C[C@H]1CC[C@@H]2[C@H](COC[C@H](O)CN2S(=O)(=O)c2ccccc2)O1)Nc1ccc(-c2ccccc2)cc1 | -10
17 | O=C(CCCc1nc2ccccc2s1)N1CCN(c2ccccc2)CC1 | -11
29 | Brc1cc2c(cc1C1Nc3ccccc3C3C=CCC31)OCO2 (stereo unspecified) | -35
8 | Cc1oc(-c2ccccc2F)nc1CS(=O)(=O)CC(=O)N1CCN(Cc2ccccc2)CC1 | -19

The list goes on.
[41] CCN(CC)CCNC(=S)Nc1ccc2nc(N3CCN(CC)CC3)cc(C)c2c1
[42] CCOc1ccc(C(CC(=O)O)NC(=O)C23CC4CC(CC(C4)C2)C3)cc1 (stereo unspecified)
[43] O=C(Nc1nnc(SCCC2OCCO2)s1)C1CC(=O)N(c2ccc(F)cc2)C1 (stereo unspecified)
[44] Cc1cccc(-n2ncc3c(NC4CCCCC4)ncnc32)c1
[45] Cc1c(C(C)C)c(=O)n(-c2ccc(S(=O)(=O)NC(C)C)cc2)n1C
[46] COc1ccc(OC)c(N(CC(=O)NCCc2ccc(OC)c(OC)c2)S(=O)(=O)c2ccccc2)c1
[47] O=C(CSc1nnc(-c2ccncc2)o1)Nc1cccc(Cl)c1
[48] CCOC(=O)C[C@@H](C#N)NC(=O)[C@@H]1CCCN1C(=O)[C@@H](NC(=O)c1ccc(N)c(Cl)c1)C(C)(C)C
[49] COc1ccc(-c2n[nH]c(=S)o2)c(OC)c1

Assay by compound,41,42,43,44,45,46,47,48,49
INS-1E GSIS act,48*,-2,2,13,-6,-12,.,-12,7
PAX8 inh HTS,2,.,-1,-158,18,-6,-66,-3,.
LGR2 antag,4,-7,-3,-79,-7,6,-16,-2,13
PGC1a acetyl inh,-14,3,-29,23,-23,10,.,.,-15
ARNT-TACC3 inh,14,-3,-2,-4,-3,9,0,.,0
Cneo AK release,0,2,3,-6,0,1,1,3,-2
Statin myotox sup,-3,-33,8,-64,-2,1,-1,18,8
PglD inh,0,-4,-3,-3,-1,-4,-4,0,-6
